Assay outcomes as filed in PubChem.
MC4R antag cAMP: blocks human MC4R cAMP signaling. MC4R-expressing cells, MTII-stimulated cAMP, LANCE TR-FRET. inhibition, % at 6.5 µM. actives 0.48% (n = 360,000). AID 540295;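 active = inhibition above its plate's cutoff, the mean of tested wells on that plate plus 3 SD, cut at about 29% in these data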;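 also: 0% = Melanotan II alone and 100% = Melanotan II plus saturating MCL0020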
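material = U2OS cells stably expressing human melanocortin 4 receptor (MC4R) | also added = Melanotan II challenge | dosing = single nominal compound dose of 6.5 µM | detection = TR-FRET with Eu-cAMP and labeled anti-cAMP, 671 nm | replication = singlicate | timing = compound 30 min, challenge 1 h, detection 1 h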
N-glyco inh: blocks N-linked glycosylation in D54 reporter cells | D54 ERlucT glycosylation luciferase reporter, 24 h; percent of 100 nM tunicamycin response | reporter increase, % at 12.5 µM | actives 0.23% (n = 360,000);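 active = mean luciferase reporter signal, scaled so untreated is 0 and the glycosylation-blocking control 100, at or above a set limit in every replicate; inconclusive = mean reaches the limit but not every replicate does; inactive = mean below the limit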;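 also: luciferase carries N-glycosylation sites so blocking glycosylation raises the light; 0% = median of neutral control wells and 100% = median of 100 nM tunicamycin wells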
aDG glyco act: increases alpha dystroglycan glycosylation | Pro5-aDG cells, alpha-DG glycosylation AlphaScreen (IIH6); 0% Pro5, 100% B10-LARGE cell signal | activation, % at 10 µM | actives 0.22% (n = 360,000) | AID 624168;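 active = activation of at least 8% versus controls, or a plate z-score of at least 8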;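 also: Pro5 are CHO cells carrying HIG-tagged alpha-DG that lacks glycosylation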
NOD2 RIPK2 PPI: NOD2-RIPK2 protein interaction inhibition. AID 624267. inhibition, % at 4.98 µM. actives 0.38% (n = 360,000). O43353. CHO BLA complementation NOD2-RIPK2, CCF4 ratio; in the data active = inhibition above about 21%;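 also: 0% = vehicle only and 100% = reference blocker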
MC4R barr agon: activates human MC4R beta-arrestin recruitment | P32245 | U2OS MC4R beta-arrestin complementation, luminescence; percent of melanotan II response, DMSO zero | activation, % at 8.9 µM | actives 0.98% (n = 360,000) | AID 540308;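 active = activation above a per-plate cutoff, the mean activation of sample wells on that plate plus 3 SD, cut at about 8% in these data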
Granule exo inh: blocks lytic granule exocytosis; inhibition, % at 10 µM; actives 0.66% (n = 360,000); TALL-104 LAMP-1 surface exposure, flow cytometry; cells stimulated with thapsigargin and PMA;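 active = inhibition above about 55%, limit read from the data; inconclusive = no clear call, values can overlap the other calls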
TLR9-MyD88 inh: TLR9-MyD88 interaction inhibition. Q9NR96+Q99836. CHO BLA complementation TLR9-MyD88, CCF4 FRET ratio. inhibition, % at 4.98 µM. actives 0.21% (n = 340,000). AID 504734;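 active = inhibition above the mean over all tested compounds plus 3 SD, cut at about 21% in these data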;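 also: 0% = DMSO only wells and 100% = clavulanate BLA inhibitor control wells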
ABCB6 inh MLPCN: blocks the human ABCB6 transporter | AID 602162 | K562-ABCB6 porphyrin accumulation, flow cytometry, 1 h; stronger effect = lower value | actives 0.19% (n = 360,000) | fluorescence ratio to DMSO, % at 10 µM | Q9NP58;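 active = fluorescence ratio to DMSO below 75%, the collection mean minus 3 SD; inconclusive = too few cells collected in the well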;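 also: signal is porphyrin accumulated inside mitochondria; 100% equals median channel fluorescence of DMSO control wells; lower ratio means ABCB6 inhibition with less porphyrin fluorescence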
ABHD5 PLIN5 PPI: ABHD5-PLIN5 protein interaction inhibition; inhibition, % at 4 µM; Split G. princeps luciferase complementation, luminescence, 4 h; Q00G26+Q8WTS1; actives 0.78% (n = 360,000);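 active = inhibition above the mean inhibition across every tested compound plus 3 SD, cut at about 22% in these data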;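 also: 0% = DMSO only wells and the 100% control is not disclosed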
Target sequence (Q00G26 whole entry, looked up): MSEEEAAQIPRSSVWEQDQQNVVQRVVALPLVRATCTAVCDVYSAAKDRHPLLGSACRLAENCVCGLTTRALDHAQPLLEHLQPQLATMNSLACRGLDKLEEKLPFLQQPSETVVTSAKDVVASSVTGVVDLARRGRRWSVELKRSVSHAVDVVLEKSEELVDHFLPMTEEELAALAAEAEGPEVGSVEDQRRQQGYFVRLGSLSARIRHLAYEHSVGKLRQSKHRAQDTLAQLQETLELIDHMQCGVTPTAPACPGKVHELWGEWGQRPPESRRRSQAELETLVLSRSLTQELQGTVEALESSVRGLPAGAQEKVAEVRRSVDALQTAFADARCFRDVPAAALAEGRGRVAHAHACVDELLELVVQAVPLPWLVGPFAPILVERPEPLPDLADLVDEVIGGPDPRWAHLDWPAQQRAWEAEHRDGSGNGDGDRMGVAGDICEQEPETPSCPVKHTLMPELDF
Target sequence (Q8WTS1 whole entry, looked up): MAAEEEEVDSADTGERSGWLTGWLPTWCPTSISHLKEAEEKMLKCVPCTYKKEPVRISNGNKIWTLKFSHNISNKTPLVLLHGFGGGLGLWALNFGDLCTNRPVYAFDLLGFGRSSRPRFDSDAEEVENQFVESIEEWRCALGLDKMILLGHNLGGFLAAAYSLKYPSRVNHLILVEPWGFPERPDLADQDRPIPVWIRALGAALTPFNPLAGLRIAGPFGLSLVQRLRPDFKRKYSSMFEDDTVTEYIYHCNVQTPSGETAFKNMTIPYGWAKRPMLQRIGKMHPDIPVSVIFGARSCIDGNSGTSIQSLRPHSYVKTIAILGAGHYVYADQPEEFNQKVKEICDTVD
Vif inh: blocks HIV Vif function; HEK293T cells, Vif self-association by quenched fluorescence, imaging, 24 h; inhibition, % at 7.49 µM; actives 0.35% (n = 340,000); AID 602346; in the data active = inhibition above about 50%, passing the limit was not always enough; inconclusive = no clear call, values can overlap the other calls; inactive = below about 31%; also: some results filed as inactive read as strong as hits
* hit, by the source's call; ? = inconclusive; . = no result given.

MC4R antag cAMP,N-glyco inh,aDG glyco act,NOD2 RIPK2 PPI,MC4R barr agon,Granule exo inh,TLR9-MyD88 inh,ABCB6 inh MLPCN,ABHD5 PLIN5 PPI,Vif inh,Structure
12,-1,0.2,-10,2.7,-3,-3,99,4,7,COC(=O)C1=C(C)N(CC2CC2)C(=NCc2cc(OC)c(OC)c(OC)c2)N[C@H]1c1ccccc1
5,3,-0.3,6,-0.7,-1,8,92,2,0,COC(=O)CNC(=O)CN1C(=O)N(c2ccc(Cl)cc2)C(N(O)C(=O)Nc2ccc(Cl)cc2)C1(C)C (stereo not given)
4,0,-0.2,1,-2.0,-2,6,100,-3,2,C=CCNc1nc(Cl)ncc1F
3,-5,-0.2,-8,0.3,-5,5,100,-2,-8,COc1ccc(N2CCN(S(=O)(=O)c3ccc(Cl)s3)CC2)cc1
-7,1,-0.1,-4,-2.4,1,-8,106,3,-2,COc1ccc(C(=O)O)cc1S(=O)(=O)Nc1cccc(C(F)(F)F)c1
9,0,0.9,-1,1.3,30,-8,95,1,3,CSc1cccc(NC(=S)N(CCCN2CCCC(C)C2)Cc2cccs2)c1 (stereo not given)
12,3,-0.1,-9,0.1,-3,-9,104,-1,1,O=C(Nc1ccccn1)Nc1cccs1
2,-11,-0.6,-10,-4.7,2,4,86,-2,.,COc1cccc(C(=O)N/N=C(/c2ccccc2)c2ccccn2)c1
18,1,0.3,-5,0.9,3,-1,101,12,10,O=C(C1CCN(C2CC(=O)N(c3ccc(Cl)cc3)C2=O)CC1)N1CCOCC1 (stereo not given)
-1,-2,-0.2,1,0.2,2,4,100,-2,.,CC(=O)NCCc1ccc(C(=O)COC(=O)c2cccs2)cc1
1,-6,1.5,0,0.0,-11,-7,98,-4,-2,COc1ccc(CCN(C)C(=O)c2cccc(S(=O)(=O)N3CCN(c4ccc(F)cc4)CC3)c2)cc1OC
-1,2,0.2,-8,-1.5,4,3,97,2,3,Cn1nnnc1SCC(=O)NCc1cc([N+](=O)[O-])ccc1O
19,0,0.0,-4,-1.9,-5,1,98,-3,1,COc1ccc(-c2oc3ccccc3c2C#CC(C)(C)O)cc1
7,9,0.0,-7,0.8,-3,6,101,2,2,Cc1ccc(N2CC(C(=O)Nc3cc(C(F)(F)F)ccc3N3CCCC3)CC2=O)cc1 (stereo not given)
7,1,-0.1,-4,-3.0,-3,0,100,-2,4,CCN(CC)S(=O)(=O)c1ccc(NC(=O)c2ccc(NS(C)(=O)=O)cc2)cc1
1,1,0.0,5,-1.0,3,5,99,1,6,C[C@@H]1CN([C@H](C)CO)C(=O)c2cc(NS(=O)(=O)c3cn(C)cn3)ccc2O[C@H]1CN(C)C(=O)Nc1ccccc1
0,0,0.0,-3,-0.9,-1,5,92,-4,14,CCCN1Cc2cccc(C(=O)NCCCOC(C)C)c2C1=O
-5,?,0.0,6,-0.7,3,-4,91,-2,0,Cc1cccc([C@@H]2[C@@H]3C(=O)N(Cc4ccccc4)C(=O)[C@@H]3[C@]3(Cc4ccccc4)C(=O)N(c4ccccc4)C(=O)N23)c1
-2,3,0.8,8,-0.3,-5,5,95,1,2,NC(=O)CCCn1c(C(=O)c2ccc(Cl)cc2)c2ccc([N+](=O)[O-])cc2[n+]1[O-]
3,-1,-0.1,-1,-2.1,-8,-8,108,8,1,COc1ccc(C#Cc2c(-c3ccc(OC)cc3)oc3ccc(-c4ccc(OC)cc4)cc23)cc1
-6,7,0.1,-3,-1.6,-3,0,95,-11,4,Oc1ccc(-c2csc(Nc3cccnc3)n2)cc1
13,-3,0.1,-10,-2.0,-2,.,96,2,2,O=S(=O)(c1cc(Br)c(Cl)s1)N1CCCC1
.,.,0.5,-3,.,2,.,.,7,.,CCCCCCCCN1C(=O)[C@H](CC(=O)NCC2CCCCC2)C[C@@]2(C(=O)OC)CC(C)(C)CC=C12
8,-1,-0.3,-7,1.2,3,4,99,1,0,COc1ccc2cc(CCNC(=O)c3cccs3)c(=O)[nH]c2c1
7,-1,0.1,-12,-0.6,5,-13,102,5,1,CCN(CC(=O)NCc1cccs1)C(=O)/C=C/c1ccc(C)cc1
-5,0,0.2,-8,0.7,3,4,94,-4,-7,COc1cc(-c2nnc(SCC(=O)c3cc(C)n(CC4CCCO4)c3C)o2)cc(OC)c1OC (stereo not given)
14,12,0.1,0,-0.2,-4,-17,106,-9,0,Cc1ccc(-c2nn3c(C)nnc3c3ccccc23)cc1S(=O)(=O)NCCO
8,0,0.0,3,-1.4,2,-3,104,-4,-5,Cc1ccc(-n2nc(C)c3c(C)c(CCC(=O)NC(C)c4ccccc4)c(C)nc32)cc1 (stereo not given)
7,-5,1.1,2,-2.4,-3,-7,96,8,-14,N#CCSc1nnc(COc2cccc3ccccc23)n1-c1ccccc1
-2,6,0.5,26*,0.6,4,-1,106,14,-2,CCCNC(=O)c1ccc(COc2cccc3ccccc23)o1
15,3,0.4,-4,-1.8,3,-1,104,0,.,CCCN(CCC)S(=O)(=O)c1ccc(C(=O)Nc2nnc(COC)o2)cc1
-1,-2,0.1,-2,-1.9,2,-1,99,2,-4,CN1CCN(c2ncc3c(n2)CC(c2ccccc2F)CC3=O)CC1 (stereo not given)
12,-10,0.5,1,-1.4,-3,2,102,-20,-16,N#CC1=C(N)C(C#N)(C#N)C(c2cccnc2)C2CC(c3ccccc3)CC=C12 (stereo not given)
15,1,1.0,0,-0.4,4,-6,98,5,0,CC(=O)n1nc2nc(C)cc(C)c2c1N
4,2,0.0,-5,-0.9,2,2,98,-7,1,COCCn1c(SCC(=O)Nc2nnc(C)s2)nnc1-c1c[nH]c2ccccc12
5,3,0.3,-6,0.1,-7,1,103,-18,12,Brc1ccc(C2NCCS2)cc1 (stereo not given)
-1,-1,0.2,2,-0.7,-11,-3,100,-1,19,O=C(C1CCC(=O)N(C2CC2)C1)N1CCC(Oc2ccccc2F)CC1 (stereo not given)
4,-3,0.1,-6,-1.4,-6,-6,101,0,13,COC(=O)c1sccc1NC(=O)c1cccc(F)c1
13,3,0.1,-4,0.3,20,2,102,1,-11,O=c1[nH]c(C2CCN(S(=O)(=O)c3ccccc3)CC2)nc2c1nnn2Cc1cccc(Cl)c1
-10,2,-0.2,3,-1.3,-9,5,107,8,-10,C[n+]1ccccc1/C=C/c1cc(Br)ccc1O

In the list so far, these have bromine.
MC4R antag cAMP,N-glyco inh,aDG glyco act,NOD2 RIPK2 PPI,MC4R barr agon,Granule exo inh,TLR9-MyD88 inh,ABCB6 inh MLPCN,ABHD5 PLIN5 PPI,Vif inh,Structure
13,-3,0.1,-10,-2.0,-2,.,96,2,2,O=S(=O)(c1cc(Br)c(Cl)s1)N1CCCC1
5,3,0.3,-6,0.1,-7,1,103,-18,12,Brc1ccc(C2NCCS2)cc1 (stereo not given)
-10,2,-0.2,3,-1.3,-9,5,107,8,-10,C[n+]1ccccc1/C=C/c1cc(Br)ccc1O

Going on with the list.
MC4R antag cAMP,N-glyco inh,aDG glyco act,NOD2 RIPK2 PPI,MC4R barr agon,Granule exo inh,TLR9-MyD88 inh,ABCB6 inh MLPCN,ABHD5 PLIN5 PPI,Vif inh,Structure
2,1,-0.1,4,0.6,-2,7,100,-2,-7,O=C1C=CN2CCCCC2CC1 (stereo not given)
2,0,1.7,4,-0.8,2,-10,99,-5,2,O=C1c2cccnc2C(=O)N1Cc1ccccc1
4,-3,0.4,11,-2.4,5,-9,107,-1,.,COc1ccc(CC(=O)Nc2nc(C)cs2)cc1OC
2,-4,-0.2,2,5.8,9,13,95,3,-1,CC(C)C[C@@H](C)C(=O)N(Cc1ccccc1)c1ccccc1
3,1,0.0,4,-0.9,-1,4,89,0,2,O=C(CSc1nnc(Cn2nnc3ccccc32)o1)Nc1cccc(Cl)c1
5,-10,-0.2,-6,-1.2,1,-1,95,-5,-1,CC(=O)Nc1ccc(NC(=O)C(C)OC(=O)/C=C/c2cn(-c3ccccc3)nc2-c2cccnc2)cc1 (stereo not given)
5,-1,-0.2,-9,-1.0,-6,-4,98,5,7,N#Cc1ccccc1S(=O)(=O)N1CCN(C(=O)Cc2n[nH]c(=O)c3ccccc23)CC1
8,-2,-0.1,13,-0.9,0,-10,97,-8,.,COc1ccc(-c2[nH]c(-c3ccc(F)cc3)nc2SCC(=O)NC2CCCC2)cc1
2,-12,-0.8,-6,-0.1,3,-2,96,5,-23,CC1(c2cc([N+](=O)[O-])cc([N+](=O)[O-])c2)CC(C)(C)N(C(=O)c2ccccc2)c2ccccc21 (stereo not given)
21,1,0.5,1,-1.3,10,-16,91,-1,5,CCOC(=O)c1cn(C2CC2)c2c(F)c(F)c(F)cc2c1=O
-1,-2,0.8,-11,-4.5,-2,-3,93,-6,-21,CCc1noc(C)c1C(=O)Nc1nc(-c2ccc(F)cc2)c(C)s1
2,-1,-0.1,7,-3.1,3,1,103,-5,4,COc1ccc(CNC(=O)CCc2nc(-c3ccccc3F)no2)c(OC)c1
3,1,-0.1,10,-4.9,5,-6,102,1,-7,CC(=O)Nc1ccc(NC(=O)C(C)OC(=O)c2oc3ccccc3c2C)cc1 (stereo not given)
17,1,-0.4,-3,-2.2,5,-3,98,-2,9,O=C(NC(Cc1c[nH]c2ccccc12)C(=O)O)/C(=C/c1ccc2c(c1)OCO2)NC(=O)c1ccccc1 (stereo not given)

Only part of the results is shown; the hit share may differ from the screen's.
